Screening data as filed in PubChem BioAssay.
KCNQ1 pot: potentiates or activates the human KCNQ1 potassium channel; AID 2648; B-score at 10 µM; CHO-K1 KCNQ1, thallium flux FluxOR fluorescence; stronger effect = higher value; 310,000 tested, 0.35% active; P51787;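 active = fluorescence ratio B-score, a plate-corrected score, at least three library SD, with initial intensity B-score within 5 SD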
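Medium – assay buffer, equal DMSO in all wells · Material – CHO-K1 cell line with stable KCNQ1 potassium channel expression · Signal – kinetic FluxOR thallium fluorescence, 10-s 1-Hz baseline, 110-s post-stimulus read · Compound – single concentration per compound, DMSO matched to controls · Schedule – 37 °C overnight plating, 90-min dark dye load, 20-min compound pretreatment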
KCNK9 block: inhibitors of human KCNK9 two-pore domain potassium channel; HEK293 KCNK9, FluxOR thallium flux fluorescence; stronger effect = lower value; B-score at 10 µM; AID 488922; 310,000 tested, 1.2% active;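 active = ratio B-score over 3 SD below the library mean, with starting fluorescence within 5 SD of its mean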;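 also: negative B-score means less thallium flux so channel inhibition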
Platelet DG rel: modulates dense granule release in human platelets. human platelet-rich plasma, SFLLRN dense granule ATP release, luminescence. inhibition, %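 (compounds screened at 7.5 µM in platelet-rich plasma)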. 300,000 tested, 0.22% active. AID 1663;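 active = mean replicate score, as percent of positive control, at or above 50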
KCNQ1 inh: inhibitors of human KCNQ1 potassium channel | B-score at 10 µM | P51787 | 310,000 tested, 1.3% active | CHO-K1 KCNQ1, FluxOR thallium flux fluorescence; stronger effect = higher value;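 active = compounds whose thallium flux B-score, printed positive for inhibition, exceeds three library SD while starting fluorescence stays within three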;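 also: channel opened by potassium depolarization with thallium stimulus after 20 min compound exposure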
TRPC4 potent: TRPC4 (mouse) allosteric potentiation. Q9QUQ5. HEK293 TRPC4beta/mu-opioid, DAMGO EC20, Fluo-4 Ca2+ flux; stronger effect = higher value. B-score at 10 µM. 310,000 tested, 0.42% active. AID 2227;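 active = B-score of calcium response area above 5 SD of library B-scores, with initial fluorescence ratio within 5 SD of library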;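 also: B-score of integrated fluorescence ratio over time as area under calcium response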
KCNK3 inh: human KCNK3 channel inhibition, primary screen; CHO-KCNK3 thallium flux, FluxOR fluorescence; stronger effect = lower value; B-score at 10 µM; 340,000 tested, 0.84% active; AID 602410;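 active = B-score under library mean minus 4 SD, starting fluorescence ratio at most library mean plus 5 SD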;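 also: more negative B-score means stronger inhibition of thallium flux through KCNK3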
PolyA inh: yeast polyadenylation inhibition | S. cerevisiae SKY197-pL101 polyadenylation reporter, beta-gal luminescence; efflux-impaired pdr1/pdr3 knockout yeast; score 100 = 6 SD above DMSO | calls only at 12 µM | 300,000 tested, 0.02% active;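 active = lowest replicate activity score at least 50, where 100 means six control SD above control mean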;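 also: yeast exposed to compound for 9 h at 30 °C; higher score means more reporter readthrough which indicates perturbed polyadenylation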
DYRK1A inh: inhibitors of rat Dyrk1A kinase; Q63470; ADP-Glo luminescence, NFATc1 peptide; inhibition, % at 12.5 µM; 310,000 tested, 0.43% active; in the data active = inhibition above about 50%;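 also: plate controls were vehicle with enzyme for no effect and no enzyme for full effect; many of its hits are not listed in these tables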
TRPC4 agonist: TRPC4 (mouse) channel activation; Q9QUQ5; HEK293 TRPC4beta/mu-opioid, Fluo4 calcium fluorescence; stronger effect = higher value; B-score at 10 µM; 310,000 tested, 0.49% active; AID 2237;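 active = B-score above 5 SD of library B-scores, and initial fluorescence ratio not above library mean plus 5 SD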;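 also: positive B-score marks a calcium rise read as TRPC4 activation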
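Assay system – TRPC4beta and mu-opioid receptor HEK293 stable cells · Measured by – Fluo4 fluorescence, kinetic · Schedule – dye loading 45 min room temperature, 110 s kinetic read · Read-out – B-scored integrated calcium fluorescence ratio · Controls – buffer and maximal DAMGO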
hERG protect: shields human hERG channel from block by proarrhythmic agents; Q12809; CHO-hERG, FluxOR thallium flux, dofetilide IC70 present; activation (rescue from dofetilide block), less the hit threshold, % at 10 µM; 310,000 tested, 0.51% active; AID 1511;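 active = activation above the mean of controls blocked by dofetilide plus 5 SD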;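 also: thallium influx through hERG after potassium depolarization seen as dye fluorescence rise; in these data hits start at about 4.7%; inactives centre near -7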
Target sequence (Q12809 whole entry, looked up): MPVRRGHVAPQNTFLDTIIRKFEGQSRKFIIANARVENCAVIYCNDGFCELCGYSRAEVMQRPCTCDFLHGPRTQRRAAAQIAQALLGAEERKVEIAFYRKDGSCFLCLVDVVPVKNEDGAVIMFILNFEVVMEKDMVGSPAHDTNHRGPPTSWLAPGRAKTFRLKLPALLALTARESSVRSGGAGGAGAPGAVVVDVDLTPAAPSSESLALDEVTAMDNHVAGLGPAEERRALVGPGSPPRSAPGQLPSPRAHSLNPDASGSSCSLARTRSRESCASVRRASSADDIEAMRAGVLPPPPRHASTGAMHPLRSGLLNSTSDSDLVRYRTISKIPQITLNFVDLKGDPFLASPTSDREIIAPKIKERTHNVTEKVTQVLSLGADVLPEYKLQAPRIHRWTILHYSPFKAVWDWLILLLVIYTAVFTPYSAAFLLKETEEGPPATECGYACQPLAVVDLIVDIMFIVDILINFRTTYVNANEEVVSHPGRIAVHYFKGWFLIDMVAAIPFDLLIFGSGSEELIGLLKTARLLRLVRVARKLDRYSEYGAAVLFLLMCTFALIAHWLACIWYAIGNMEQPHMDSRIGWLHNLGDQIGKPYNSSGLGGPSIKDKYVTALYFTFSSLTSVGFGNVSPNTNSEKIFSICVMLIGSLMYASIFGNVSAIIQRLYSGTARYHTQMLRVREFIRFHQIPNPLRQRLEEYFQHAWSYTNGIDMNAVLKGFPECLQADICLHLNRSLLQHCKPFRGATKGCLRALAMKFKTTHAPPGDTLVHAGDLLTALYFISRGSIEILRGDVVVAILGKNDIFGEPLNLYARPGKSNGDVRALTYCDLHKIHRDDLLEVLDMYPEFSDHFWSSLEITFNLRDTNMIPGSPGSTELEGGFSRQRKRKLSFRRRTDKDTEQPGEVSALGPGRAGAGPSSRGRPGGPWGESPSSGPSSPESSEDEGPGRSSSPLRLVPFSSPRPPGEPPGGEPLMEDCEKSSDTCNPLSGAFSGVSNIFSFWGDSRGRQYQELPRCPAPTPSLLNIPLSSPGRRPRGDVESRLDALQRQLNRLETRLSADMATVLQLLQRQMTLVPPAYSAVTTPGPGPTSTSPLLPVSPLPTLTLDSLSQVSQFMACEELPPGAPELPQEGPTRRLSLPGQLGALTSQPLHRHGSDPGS
TRPC4 inh: TRPC4 (mouse) channel inhibition; AID 2247; 300,000 tested, 0.39% active; Q9QUQ5; HEK293 TRPC4beta/mu-opioid, DAMGO-evoked Fluo4 calcium flux; stronger effect = lower value; B-score at 10 µM;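 active = B-score over 3 SD under the library average, no early fluorescence shift, positive overall ratio signal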
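Material: HEK293 cells with stable TRPC4beta plus mu-opioid receptor expression / Probe or stimulus: DAMGO in two steps, submaximal then maximal / Compound: single concentration per test compound / Technique: kinetic Fluo4 fluorescence imaging of calcium influx / Read-out: per-well B score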
Starred values were filed as active, the others as inactive; i = inactive; / = not tested or not shown. Some of the compounds tested (hit frequency here may not be typical).

structure,KCNQ1 pot,KCNK9 block,Platelet DG rel,KCNQ1 inh,TRPC4 potent,KCNK3 inh,PolyA inh,DYRK1A inh,TRPC4 agonist,hERG protect,TRPC4 inh
CCOC(=O)C1=C(C)N(CCCC(=O)O)C(=O)NC1c1ccccc1 (stereo not given),i,i,-2,i,i,i,i,6,i,-5,i
CC(Cc1ccccc1)C(=O)N1CCN(C)CC1 (stereo not given),i,i,2,i,i,i,i,2,i,-7,i
O=C(NC1CCC1)C1CCC(=O)N(Cc2cccc(F)c2)C1 (stereo not given),i,i,2,i,i,i,i,-2,i,-2,i
CN1CCN(Cc2c(O)ccc3occ(C(=O)c4ccccc4)c23)CC1,i,i,1,i,i,i,i,-2,i,-10,i
O=C(NCC(O)c1ccccc1)c1cccc(S(=O)(=O)N2CCOCC2)c1 (stereo not given),i,i,-15,i,i,i,i,-4,i,-13,i
COC(=O)c1cccc(NC(=O)CCc2cc(OC)c(OC)c(OC)c2)c1,i,i,-7,i,i,i,i,2,i,-6,i
CCN(CC(=O)Nc1ccc2c(c1)OCCO2)Cc1cc(=O)oc2c(C)c(C)ccc12,i,i,9,i,i,i,i,1,i,-10,i
CCOC(=O)c1nc(Nc2ccccc2)c2ccccc2n1,i,i,-7,i,i,i,i,14,i,-9,i
Cc1[nH]n(-c2ccccc2)c(=O)c1C=NCc1ccncc1,i,i,14,i,i,i,i,13,i,-12,i
CCOC(=O)c1ccc(NC(=O)C(=O)NCC2(c3ccc(OC)cc3)CCOCC2)cc1,i,i,15,i,i,i,i,11,i,-8,i
O=C(O)c1ccc(NC(=O)c2ccc3c(c2)C(=O)N(CC2CCCO2)C3=O)cc1 (stereo not given),i,i,7,i,i,i,i,-3,i,-7,i
COc1ccccc1NS(=O)(=O)c1ccc2oc(N)nc2c1,i,i,-3,i,i,i,i,5,i,-8,i
COC(=O)Cn1c(=NC(=O)C2COc3ccccc3O2)sc2cc(S(N)(=O)=O)ccc21 (stereo not given),i,i,3,i,i,i,i,-3,i,-11,i
CN(CC(=O)Nc1ccc2c(c1)OCO2)S(=O)(=O)c1ccc(F)cc1,i,i,2,i,i,i,i,-3,i,-4,i
CC(=O)Nc1ccc(N2CCN(C(=O)c3cccs3)CC2)cc1,i,i,-1,i,i,i,i,0,i,0,i
C/C(=N\NC(=O)c1c(Cl)c(C)nn1C)c1cccc(NC(=O)COc2ccccc2)c1,i,i,-4,i,i,i,i,-3,i,-5,i
CCCOc1ccc(C(O)CCNC(CC(=O)O)c2ccccc2)cc1 (stereo not given),i,i,0,i,i,i,i,-5,i,-4,i
Cc1ccc2nsnc2c1S(=O)(=O)N(Cc1ccco1)Cc1cc2cccc(C)c2[nH]c1=O,i,i,-7,i,i,i,i,-1,i,-11,i
CN(CC(=O)O/N=C(\N)c1ccccn1)S(=O)(=O)c1ccc(Br)cc1,i,i,-3,i,i,i,i,-4,i,-1,i
CC(C)c1ccccc1NC(=O)Cn1c(-c2ccccc2Cl)nc2ccccc21,i,i,-10,i,i,i,i,6,i,-8,i
CN(C)c1ccc(NC(=O)CCCc2ccccc2)cc1,i,i,1,i,i,i,/,0,i,-7,i
CC(C)C[C@H](NC(=O)c1nc[nH]c1C(=O)N(C)Cc1ccccc1)C(=O)OCc1ccccc1,i,i,8,i,i,i,i,3,i,-13,i
CCc1nnc(NC(=O)CSc2nc3cccnc3n2Cc2ccccc2)s1,i,i,-6,i,i,i,i,-1,i,-2,i
Cc1cc(=O)cc(C)[nH]1,i,i,-2,i,i,i,i,-5,i,-4,i
CCNC(=S)NS(=O)(=O)c1ccccc1,i,i,-4,i,i,i,i,-3,i,-7,i
O=C(c1ccc(S(=O)(=O)NCc2ccco2)cc1)N1CCCC(C(F)(F)F)C1 (stereo not given),i,i,6,i,i,i,i,-7,i,-13,i
CCc1ccc(OCC(=O)N/N=C(\C)c2ccc(OC(F)F)cc2)cc1,i,i,-6,i,i,i,i,-1,i,-1,i
CN(C)S(=O)(=O)c1cc(NC(=O)CNCc2ccccc2)ccc1Cl,i,i,7,i,i,i,i,-6,i,-7,i
Cc1cc(=O)oc2cc(OCC(=O)Nc3ccccc3C(N)=O)c(Cl)cc12,i,i,-1,i,i,i,i,/,i,-8,i
Cc1ccc(C(=O)CSc2nnc(-c3ccco3)n2Cc2ccccc2)cc1,i,i,15,i,i,i,i,0,i,-6,i

Reformatted with values under each structure: entries from further up
Order of values – KCNQ1 pot	KCNK9 block	Platelet DG rel	KCNQ1 inh	TRPC4 potent	KCNK3 inh	PolyA inh	DYRK1A inh	TRPC4 agonist	hERG protect	TRPC4 inh
- CN(C)S(=O)(=O)c1cc(NC(=O)CNCc2ccccc2)ccc1Cl
    i	i	7	i	i	i	i	-6	i	-7	i
- Cc1cc(=O)oc2cc(OCC(=O)Nc3ccccc3C(N)=O)c(Cl)cc12
    i	i	-1	i	i	i	i	/	i	-8	i

Continuation.
structure,KCNQ1 pot,KCNK9 block,Platelet DG rel,KCNQ1 inh,TRPC4 potent,KCNK3 inh,PolyA inh,DYRK1A inh,TRPC4 agonist,hERG protect,TRPC4 inh
O=C(O)C1CCCCN1S(=O)(=O)c1ccc(Cl)s1 (stereo not given),i,i,1,i,i,i,i,6,i,-1,i
Cc1ccc(C)c(N(CC(=O)Nc2ccccc2C(=O)NCc2ccco2)S(=O)(=O)c2ccccc2)c1,i,i,12,i,i,i,i,-5,i,-11,i
Cc1ccc(OCC(=O)NNC(=S)NCc2ccccc2)cc1,i,i,5,i,i,i,i,-1,i,-5,i
COC(=O)c1nnn(CC(=O)Nc2ccc(C)c(F)c2)c1C(=O)OC,i,i,-3,i,i,i,i,-2,i,-18,i
CC1(C)CC(=O)C2=C(C1)N1CCCCC1CC2=O (stereo not given),i,i,-2,i,i,i,i,-8,i,-16,i
CN(CCO)C(=O)C(c1ccccc1)c1ccccc1,i,i,-7,i,i,i,i,1,i,-2,i
CCOC(=O)C1(Cc2ccccc2)CCCN(CCCn2cccn2)C1 (stereo not given),i,i,1,i,i,i,i,4,i,-22,i
COc1ccc(CCN2C(=O)CC(N3CCC(C(N)=O)CC3)C2=O)cc1OC (stereo not given),i,i,-3,i,i,i,i,/,i,-8,i
COc1ccc(NS(=O)(=O)c2ccc3c(c2)N(C(C)=O)CC(C)S3)c(OC)c1 (stereo not given),i,i,8,i,i,i,i,-1,i,-8,i
CCN(CC(=O)NCc1ccc(Cl)cc1)C(=O)CCC(=O)c1ccc(F)cc1,i,i,3,i,i,i,i,6,i,-16,i
COc1cccc(NC(=O)c2cc3c(=O)n4ccccc4nc3n(CC(C)C)c2=N)c1,i,i,-14,i,i,i,i,2,i,-18,i
Clc1cccc(-c2ccc(CNCc3ccccn3)o2)c1,i,i,2,i,i,i,i,-3,i,-7,i
CC1=NCCN1S(=O)(=O)c1cccc([N+](=O)[O-])c1,i,i,-11,i,i,i,i,-2,i,-3,i
Cc1c(CC(=O)NCC(=O)NCC(=O)O)c(=O)oc2cc3oc4c(c3cc12)CCCC4,i,i,3,i,i,i,i,3,i,-2,i
O=C(Nc1ccc2c(c1)OCCO2)c1cnc2n(c1=O)CCS2,i,i,4,i,i,i,i,1,i,-9,i
CS(=O)(=O)N(CC(=O)Nc1ccc2c(c1)OCO2)c1ccc(Cl)cc1,i,i,-2,i,i,i,i,-8,i,-11,i
Cc1cc(C)nc(CCNC(=O)CC2C(=O)NCCN2Cc2ccc(F)cc2Cl)n1 (stereo not given),i,i,4,i,i,i,i,-5,i,-13,i
CC(C)C(NS(=O)(=O)c1ccc2c(c1)C(C)(C)C(=O)N2C)C(=O)NCc1ccccc1Cl (stereo not given),i,i,-13,i,i,i,i,1,i,-9,i
Cc1cccc(-c2noc(CCC(=O)NCCc3ccccc3)n2)c1,i,i,6,i,i,i,i,-7,i,-1,i
COc1cccc(C(=O)C2CCCN(Cc3cn(C)nc3-c3ccccc3)C2)c1 (stereo not given),i,i,11,i,i,i,i,0,i,-7,i
CN(Cc1ccsc1)C(=O)Cn1cc(Br)ccc1=O,i,i,1,i,i,i,i,-1,i,-2,i
CC12CCC(C(=O)Nc3nccs3)(OC1=O)C2(C)C (stereo not given),i,i,3,i,i,i,i,-1,i,-12,i
CCCc1c2ccccc2nc2ccccc12,i,i,0,i,i,i,i,3,i,-6,i
CC1CCC2(CC1)NC(=O)N(CC(=O)c1cccn1C)C2=O (stereo not given),i,i,2,7*,i,i,i,1,i,-7,i
CC(C)(C)C(=O)NC(=S)Nc1ccccc1C(=O)Nc1ccccc1,i,i,6,i,i,i,i,-5,i,-5,i
Cc1cccc(C)c1N1CCN(CCn2c(=S)[nH]c3ccccc3c2=O)CC1,i,i,-1,i,i,i,i,0,i,-7,i
O=C(NC1CCS(=O)(=O)C1)C1CCCN(S(=O)(=O)c2ccc(Cl)cc2)C1 (stereo not given),i,i,2,i,i,i,i,-4,i,-6,i
COc1ccc(C2NC(=O)c3n[nH]c(C)c32)c(OC)c1 (stereo not given),i,i,62*,i,i,i,i,2,i,-9,i
Cc1cccc(NS(=O)(=O)c2ccc(C(=O)NCC(c3ccccc3)N(C)C)cc2)c1C (stereo not given),i,i,-13,i,i,i,i,-7,i,-12,i
CC(C)(C)c1ccc(OCCNC(=S)NC(=O)c2cccnc2)cc1,i,i,-3,i,i,i,i,1,i,-6,i
COc1cc(-c2c(C#N)c(=O)[nH]c3c2c(C)nn3-c2ccccc2)ccc1O,i,i,3,i,i,i,i,4,i,-22,i
Cc1nc(N2CCCCC2)sc1C(=O)c1ccc(Cl)c([N+](=O)[O-])c1,i,i,0,i,i,/,i,/,i,-14,i

Structural class, the compounds so far with a tert-butyl group
structure,KCNQ1 pot,KCNK9 block,Platelet DG rel,KCNQ1 inh,TRPC4 potent,KCNK3 inh,PolyA inh,DYRK1A inh,TRPC4 agonist,hERG protect,TRPC4 inh
CC(C)(C)C(=O)NC(=S)Nc1ccccc1C(=O)Nc1ccccc1,i,i,6,i,i,i,i,-5,i,-5,i
CC(C)(C)c1ccc(OCCNC(=S)NC(=O)c2cccnc2)cc1,i,i,-3,i,i,i,i,1,i,-6,i
